# 5HT1a antag: 5-HT1a (human) receptor antagonism. P08908. CHO 5-HT1a Ga15 NFAT-bla reporter, antagonist mode. inhibition, % at 10 µM. actives 0.68% (n = 62,000). AID 612;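 active means inhibition above the mean of all tested compounds plus 3 SD, cut at about 43% in these data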;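 further: receptor stimulated by 5-CT agonist at 100 nM near EC80; beta-lactamase reporter measured by ratiometric fluorescence of a cleavable substrate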
# AP complement: orthogonal test for alternative complement pathway inhibitors; Human serum alternative complement pathway, LPS-coated ELISA, C3 deposition; tested in compound mixtures; AID 1235; actives 0.08% (n = 62,000); inhibition, % at 5 µM;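 active means inhibition above 30% in each of the two pooled mixtures holding the compound, so the lower value exceeds 30%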;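 further: 0% = serum in Mg-EGTA without compound and 100% = EDTA serum blank; some compounds past the cut are filed as inactive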
#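 Medium: diluted human serum in Mg2+-EGTA GVB++. Assay system: human serum complement alternative pathway, C3 deposition onto LPS. Also added: Plate-bound LPS. Technique: Anti-C3 ELISA, OD 450 nm. Measure: percent inhibition. Incubation: 1 h at 37 °C. Dosing: 5 µM each compound, pools of ten, 50 µM per pool.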
# SF-1 act: SF-1 (human) activation. CHO-K1 Gal4-SF-1 LBD luciferase reporter; % increase over DMSO SF-1-specific signal. actives 1.9% (n = 65,000). activation, % at 10 µM. Q13285. AID 522;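 active means activation above the mean activation of all tested compounds plus 3 SD, cut at about 50% in these data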
#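 Test system: CHO-K1 cells co-transfected with Gal4 DBD–human SF-1 LBD, 5xGal4 luciferase reporter. Quantity: 4,000 cells per well. Compound: 10 µM only. Incubation: compound added 1 h post-seeding, 20 h exposure at 37 °C, 5% CO2. Detection: SteadyLite luciferase luminescence. Replication: one test per compound.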
# S1P1 ag pot: activates or potentiates agonism at human S1P1 receptor. S1P1 CRE-bla cells, forskolin, beta-lactamase FRET, potentiator mode; S1P1 agonist co-added at EC20, 2 nM; 100% = saturating reference agonist, 0% = basal. AID 449. activation, % at 9.5 µM. P21453. actives 0.57% (n = 56,000);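 active means activation above a cutoff set at the mean activation of all tested compounds plus 3 SD, cut at about 54% in these data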;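 further: forskolin at 4 µM as EC80 and the EC20 agonist is SEW2871; 100% = SEW2871 at its EC100 plus forskolin at EC80; some compounds past the cut are filed as inactive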
# 5HT1E antag: 5-HT1E (human) receptor antagonism; P28566; CHO 5-HT1E Ga15 NFAT-bla reporter, FRET, antagonist; inhibition, % at 6 µM; actives 0.99% (n = 65,000); AID 571;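 active means inhibition above a set limit, the mean inhibition across every tested compound plus 3 SD, cut at about 29% in these data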;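 further: signal is the 460 over 535 nm emission ratio of beta-lactamase substrate; 0% = agonist plus DMSO wells and 100% = wells without agonist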
# Ecoli tolC: growth inhibitors of E. coli BW25113 tolC mutant; actives 2.2% (n = 65,000); OD615; growth inhibition, % at 10 µM (by protocol);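 active means growth inhibition at or above a cutoff equal to the mean over every tested compound plus 3 SD, cut at about 60% in these data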;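 further: growth measured after 20 h incubation at 37 °C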
#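 System: E. coli ΔtolC::kan strain BW25113; Buffer or medium: LB broth supplemented with 50 µg/mL kanamycin; Compound: 10 µM final, single dose; Incubation: bacterial growth with compound for 20 h at 37 °C; Signal: A615 absorbance measurement; Evaluation: growth inhibition in percent.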
# RORa activator: RORA (human) activation; P35398; CHO-K1 Gal4-RORA LBD luciferase reporter, luminescence; percent increase over mock-subtracted basal signal; activation, % at 10 µM; actives 1.5% (n = 65,000); AID 560;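 active means activation above the mean of all tested compounds plus 3 SD, cut at about 49% in these data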;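 further: 0% = DMSO-treated RORA cells and 100% = added signal equal to DMSO minus mock-transfected cells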
# Target sequence (P35398 whole entry, looked up, the tested form may be a part): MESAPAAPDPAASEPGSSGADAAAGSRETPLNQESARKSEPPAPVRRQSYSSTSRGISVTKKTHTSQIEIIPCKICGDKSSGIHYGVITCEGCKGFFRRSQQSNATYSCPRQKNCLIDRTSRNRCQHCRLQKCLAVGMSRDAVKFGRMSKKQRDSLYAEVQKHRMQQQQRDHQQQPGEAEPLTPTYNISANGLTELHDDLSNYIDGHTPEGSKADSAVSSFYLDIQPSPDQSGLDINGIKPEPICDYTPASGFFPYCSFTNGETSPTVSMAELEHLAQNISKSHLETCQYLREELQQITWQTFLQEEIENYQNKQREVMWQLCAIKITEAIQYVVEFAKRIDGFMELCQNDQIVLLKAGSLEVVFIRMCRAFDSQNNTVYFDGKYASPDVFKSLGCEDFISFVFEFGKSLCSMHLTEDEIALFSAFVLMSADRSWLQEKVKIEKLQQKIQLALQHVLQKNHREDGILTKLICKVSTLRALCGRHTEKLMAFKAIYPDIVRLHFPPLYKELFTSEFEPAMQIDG
# 5HT1E ag: activates the human 5-HT1E serotonin receptor. CHO 5-HT1E Ga15 NFAT-bla reporter, FRET; 0% DMSO wells, 100% control agonist wells. activation, % at 6 µM. actives 0.69% (n = 65,000);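 active means activation above a set limit, the screen-wide mean activation plus 3 SD, cut at about 8.5% in these data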;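 further: 100% = positive control agonist at 1 µM giving full maximal response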
# S1P3 ag: agonists of human S1P3 receptor | Q99500 | S1P3 NFAT-BLA reporter cells, agonism, FRET ratio; relative to 1 µM S1P, basal subtracted | activation, % at 4.5 µM | actives 0.1% (n = 60,000) | AID 373;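 active means activation above the screen-wide mean plus 3 SD, cut at about 4.5% in these data, passing the limit was not always enough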; further: some compounds called inactive have numbers as strong as hits
# Target sequence (Q99500 whole entry, looked up): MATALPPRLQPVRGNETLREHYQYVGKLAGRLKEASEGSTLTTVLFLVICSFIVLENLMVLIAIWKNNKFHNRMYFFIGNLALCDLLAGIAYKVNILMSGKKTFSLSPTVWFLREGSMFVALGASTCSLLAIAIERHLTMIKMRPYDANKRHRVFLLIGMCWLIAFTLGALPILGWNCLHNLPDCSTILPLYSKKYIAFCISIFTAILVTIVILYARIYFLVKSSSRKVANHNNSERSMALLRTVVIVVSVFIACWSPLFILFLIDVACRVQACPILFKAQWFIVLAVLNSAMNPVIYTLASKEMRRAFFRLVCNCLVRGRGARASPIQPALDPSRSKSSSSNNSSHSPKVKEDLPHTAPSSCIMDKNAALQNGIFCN
#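 Measure – % activation relative to 1 µM S1P (100%), per plate · System – stable CHO line with human S1P3, Gα16, NFAT-BLA reporter · Timing – cells plated overnight, compound 4 h 37 °C, substrate 2 h RT · Technique – fluorescent BLA substrate, ex 405 nm, em 460/535 nm ratio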
# Starred values were filed as active, the others as inactive; x = no result given.
SMILES,5HT1a antag,AP complement,SF-1 act,S1P1 ag pot,5HT1E antag,Ecoli tolC,RORa activator,5HT1E ag,S1P3 ag
CC(=O)Nc1ccc(S(=O)(=O)N2CCN(c3cccc(C)c3C)CC2)cc1,8,12,31,54,9,22,-2,0.0,-1.5
COc1ccccc1C1/C(=C(/O)c2ccc(Cl)cc2)C(=O)C(=O)N1CCN1CCOCC1 (centres undefined),0,-1,2,5,-4,-4,21,2.2,-0.8
COc1ccccc1NC(=O)CSc1nnc(Cn2cnc3ccccc32)n1C,-20,17,8,-29,-7,-30,-13,0.7,-0.5
O=c1[nH]c(CN2CCN(CCO)CC2)nc2ccccc12,-7,x,5,x,10,-21,4,-0.2,-0.6
COc1ccc(S(=O)(=O)NC(CC(=O)NCc2ccco2)C(C)C)cc1 (centres undefined),-6,-1,4,-6,6,-7,-13,-0.3,-1.0
Cc1cccc(CSC2=NCCN2C(=O)C2CC2)c1,7,10,-14,2,-4,-7,-20,0.4,0.7
COc1ccc(NC(=O)c2nc[nH]c2C(=O)Nc2ccccc2C)cc1,-2,10,24,-12,8,2,27,0.9,-1.1
Cc1ccc(C(C)C)c(OCCNc2nc3c(c(=O)n(C)c(=O)n3C)n2C)c1,x,x,-49,-8,-2,12,-1,0.3,-0.7
CCOC(=O)c1sc(C)c(C(=O)NCCCN2CCOCC2)c1N,10,-13,-4,-21,-8,-10,-1,-0.3,-0.8
Cc1ccc2oc(=O)c3cc(C(=O)NCCN4CCN(C)CC4)sc3c2c1,3,5,0,-36,11,13,0,-0.2,-0.2
COc1ccc(Nc2nccc3c2nnn3C)cc1,7,-15,35,-8,1,-14,53*,-0.2,0.2
CCOC(=O)N1CCC(NC(=O)Cn2c3c(c(-c4ccccc4Cl)cc2=O)CCC3)CC1,2,5,1,-10,-5,31,0,0.6,0.4
NC(=O)c1sc2nc3c(c(-c4ccco4)c2c1N)CCC3,-13,-1,12,x,7,11,-22,0.8,-1.0
CC(C)Cn1c(N)c(C(=O)COC(=O)c2cc(-c3ccco3)nc3ccccc23)c(=O)n(C)c1=O,12,-8,6,-36,-11,12,3,-0.3,0.4
CC[N+](C)(C)Cc1ccccc1Br,x,12,-13,-19,-2,1,-12,0.7,-1.3
COc1ccc(C(=O)Nc2cccc(C(=O)N3CCCC3)c2)cc1,-4,9,9,7,5,-4,-7,0.5,-0.5
CCOC(=O)c1c(N)ssc1=S,-11,-1,20,-20,6,1,-12,-0.9,1.4
CC(=O)c1cnc2cc(-c3ccccc3)nn2c1C,-1,-2,50*,-1,-5,-19,28,0.9,-1.8
COc1ccccc1NC(=O)C1=C(C)Nc2nc(CCCO)nn2C1c1ccc2c(c1)OCO2 (centres undefined),1,12,11,-42,-4,-4,-28,0.3,0.5
Cc1nc(-c2cnn(-c3ccccc3)c2)c2cc(C)oc2n1,-1,8,-7,-2,7,-5,-23,0.1,-1.2
CC(=O)Nc1ccc(S(=O)(=O)N2CCSC2C(=O)O)cc1 (centres undefined),8,15,-5,x,-2,-7,-11,-1.2,x
Cc1ccc(-n2c(SCC(N)=O)nnc2-c2cccnc2)c(C)c1,-8,16,3,3,1,-3,-17,-1.4,-1.7
CCOC(=O)c1ccccc1NC(=O)CSc1nccn1C,-17,4,-1,x,-2,11,-15,0.0,x
O=C(Nc1ccc2c(c1)C(=O)N(C1CCCCC1)C2=O)C1CCCO1 (centres undefined),-15,4,44,46,-10,11,36,1.0,-0.6
Cc1cc(C)c(C(N)=O)c(Nc2ccc3c(c2)OCCO3)n1,-13,3,-2,x,-1,9,9,1.3,x
O=C1CCCN1CN(C(=O)c1ccccc1)c1ccc(F)cc1,8,25,6,-7,-6,-15,10,-0.6,-0.5
Cn1c(=O)c2cn3c(c2n(C)c1=O)C(c1ccccc1)CC(c1ccccc1)=N3 (centres undefined),11,1,8,-13,-6,6,7,-0.5,-1.1
OC(COc1ccc(Br)cc1)CN1CCOCC1 (centres undefined),-15,21,5,9,-8,-7,-10,-0.2,0.5
CCOC(=O)CN1C(=O)C(O)(CC(=O)c2ccco2)c2ccccc21 (centres undefined),-4,-28,14,-1,22,-8,1,0.0,-1.2
N#Cc1c(SCC(=O)N2CCCCC2)nsc1SCC(=O)N1CCCCC1,-20,16,-24,-2,-11,-3,-6,-0.1,-0.3
CC(C)(C)c1ccc(SCC(N)=O)cc1,-5,-6,4,11,-1,-5,3,0.0,-1.7
Cc1ccccc1-c1nn2c(-c3ccccc3)nnc2s1,x,x,-13,-10,23,19,-22,0.2,-2.4
COc1ccc(NC2CS(=O)(=O)CC2NCc2ccco2)cc1 (centres undefined),12,7,7,x,-5,-4,-5,-0.6,x
Nc1ccc2ncccc2c1,14,-12,-13,-8,-10,-3,-27,-0.1,-1.5
CCOC(=O)C1=C(C)N=c2s/c(=C\c3ccncc3)c(=O)n2C1c1ccc2c(c1)OCO2 (centres undefined),6,6,2,x,9,21,3,0.1,x
Cc1cc2c(c(=O)n1CCN(C)C)C(c1ccccc1Br)C(C#N)=C(N)O2 (centres undefined),2,6,3,10,-13,-24,-19,0.9,-0.1
CN(Cc1ccccc1)c1nc2c(c(=O)[nH]c(=O)n2C)n1CCSc1nc2ccccc2[nH]1,-16,-6,-12,-21,0,8,2,1.3,0.3
N#Cc1c(N)sc(=S)c2c1CCCC2,-7,9,2,11,4,16,-20,0.5,0.0
N=c1c2c3c(sc2ncn1CCN1CCOCC1)CCCC3,12,-14,-1,4,17,2,1,-1.1,-0.4
CCS(=O)(=O)N1CCC(C(=O)NCc2ccccn2)CC1,-2,14,-7,7,1,-11,-7,-1.7,-0.5
CCOC(=O)c1c(C)c(C(=O)NCc2ccccn2)c(C)n1CC,10,13,2,-3,15,-2,4,-1.5,-0.8
CCCn1c(SCC(=O)Nc2nnc(-c3ccccc3)s2)nnc1-c1ccccn1,-5,-12,9,2,-10,22,4,-0.3,-0.6
Cc1c(Nc2nc3ccccc3nc2N2CCN(c3ccccc3)CC2)c(=O)n(-c2ccccc2)n1C,7,21,-11,x,1,11,-4,0.5,-1.0
COc1ccccc1-c1nnc2sc(C3CCCCC3)nn12,x,x,-20,-20,1,23,-12,0.7,-1.9
CCc1cc(=O)oc2cc(OCC(=O)N3CCCc4ccccc43)ccc12,-3,12,-5,-16,-1,6,1,0.4,-0.5
Cn1nc(C(=O)Nc2sccc2C(N)=O)ccc1=O,-13,-2,0,-22,0,-10,19,-0.9,-0.5
CCc1cccc(NS(=O)(=O)c2ccc3c(c2)oc(=O)n3C)c1,-3,7,0,10,-1,9,-30,0.1,-0.1
Cc1c(C(=O)OC2CCCCC2)[nH]c2c1C(=O)CC(C)(C)C2,14,12,13,x,4,-1,8,-0.6,x
CC(C)n1c(N2CCN(C(=O)N3CCCCC3)CC2)nc2ccccc21,-6,-4,-1,1,-4,-6,-7,0.8,0.3
COc1ccccc1N1CCN(Cc2ccco2)CC1,16,14,1,0,0,-8,9,9.2*,-0.3
CCC(=O)Nn1c(C)nnc1C,1,12,-2,-9,-5,-22,-11,-0.1,-0.2
CCCCc1ccc(Nc2nc(CCC)cc(=O)[nH]2)cc1,45*,-4,-8,7,6,100*,-20,-0.3,-1.7
COc1ccc(NS(=O)(=O)c2ccc(O)c(C(=O)OCC(=O)N3CC(C)OC(C)C3)c2)cc1 (centres undefined),-11,7,-8,-6,-2,0,-3,-0.8,-0.6
COc1ccc(OC)c(S(=O)(=O)n2nnc3ccccc32)c1,-13,3,13,0,-4,-6,14,0.4,-0.3
CCOC(=O)N1CCC(NC(=O)c2cccn3c(=O)c4cc(Br)ccc4nc23)CC1,3,9,-2,x,10,2,14,-0.4,x
c1ccc(CSc2nnc3c(n2)OC(c2ccco2)Nc2ccccc2-3)cc1 (centres undefined),13,27,13,x,-1,16,5,0.1,x
COc1ccc(C(CC(=O)O)NC(=O)COc2ccccc2OC)cc1OC (centres undefined),-15,7,-1,8,3,-25,-13,-0.7,-0.2
Cc1ccc2nc(NC3=NCN(Cc4cccnc4)CN3)nc(C)c2c1,-19,9,-7,1,-1,-14,-7,0.8,-0.7
CCOC(=O)c1ccc(NC(=O)NCc2ccn(CC)n2)cc1,8,-9,8,13,13,0,7,-0.1,-0.3
COc1ccc(NC(=O)NCCN2CCc3ccccc3C2)cc1,-1,x,-1,21,-4,-7,-7,1.2,-1.0

# Going on with the list.
SMILES,5HT1a antag,AP complement,SF-1 act,S1P1 ag pot,5HT1E antag,Ecoli tolC,RORa activator,5HT1E ag,S1P3 ag
Cc1cc(Nc2ccc(C)c(C)c2)n2nc(C)nc2n1,-5,24,6,-34,-2,-6,38,0.8,-0.5
S=C(c1ccc(-c2cccc(Cl)c2)o1)N1CCOCC1,-18,11,34,-8,-17,46,61*,1.2,-0.3
COCCNC(=O)c1cn(C)c(=O)c2cc(OC)c(OC)cc12,11,3,0,x,5,-12,-4,-0.7,x
COc1cc(C(C)=O)ccc1OCC(O)CN1CCN(S(=O)(=O)c2ccccc2)CC1 (centres undefined),-4,-2,1,-3,-10,16,4,0.6,-1.3
NC(=O)c1ccsc1NC(=O)COC(=O)Cc1ccsc1,4,6,1,-9,2,3,-11,-0.6,-0.6
Brc1cc(Br)c2ncnc(N3CCCCC3)c2c1,-14,-4,-11,x,1,100*,-10,0.1,x
CN1CCN(C(=O)c2ccccc2NC(=O)CCN2C(=O)c3ccccc3C2=O)CC1,10,8,-14,12,8,-11,1,-0.9,-0.9
O=C(O)CNC(=O)C1COc2ccccc2O1 (centres undefined),-14,14,-4,-18,-7,-9,7,0.2,0.3
COc1ccc(CCNC(=O)c2cc3sccc3n2C)cc1OC,-5,12,-10,-2,5,8,-7,0.5,0.0

# By substructure: the entries above containing a cyano group
SMILES,5HT1a antag,AP complement,SF-1 act,S1P1 ag pot,5HT1E antag,Ecoli tolC,RORa activator,5HT1E ag,S1P3 ag
N#Cc1c(SCC(=O)N2CCCCC2)nsc1SCC(=O)N1CCCCC1,-20,16,-24,-2,-11,-3,-6,-0.1,-0.3
Cc1cc2c(c(=O)n1CCN(C)C)C(c1ccccc1Br)C(C#N)=C(N)O2 (centres undefined),2,6,3,10,-13,-24,-19,0.9,-0.1
N#Cc1c(N)sc(=S)c2c1CCCC2,-7,9,2,11,4,16,-20,0.5,0.0

# Source: PubChem (several laboratories)
